# Cathepsin G inh – cathepsin G (human) inhibition | inhibition, % at 5 µM (by protocol) | purified enzyme, AMC-tetrapeptide fluorescence, pooled mixtures | P08311 | 62,000 compounds, 0.2% hits | AID 581;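 active = inhibition above 20% in each of the two mixture wells holding the compound; inactive = inhibition of 20% or less in either well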;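 note: 0% = enzyme control without mixture and 100% = blank lacking enzyme; strong numbers were not always called active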
# Target sequence (P08311 21-244 limits assumed): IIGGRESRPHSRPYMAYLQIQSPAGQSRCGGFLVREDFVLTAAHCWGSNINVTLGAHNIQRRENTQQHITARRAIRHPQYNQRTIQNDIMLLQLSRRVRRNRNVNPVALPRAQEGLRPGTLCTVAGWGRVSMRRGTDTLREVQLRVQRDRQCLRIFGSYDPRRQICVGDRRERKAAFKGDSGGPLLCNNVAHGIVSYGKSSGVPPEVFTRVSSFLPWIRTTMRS
# FXIIa mix inh – factor XIIa (human) inhibition, mixture screen; P00748; purified FXIIa, fluorogenic substrate, pooled mixtures; inhibition, % at 5 µM; 62,000 compounds, 0.2% hits; AID 684;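 note: 0% = enzyme without compound and 100% = no enzyme blank; some results filed as inactive read as strong as hits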
# CatS inh – human cathepsin S inhibition | recombinant cathepsin S, AMC dipeptide fluorescence, pooled mixtures | inhibition, %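 (tested at 5 µM per compound within 10-compound mixtures)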 | 62,000 compounds, 0.06% hits | AID 501; in the data active = inhibition above about 32%, passing the limit was not always enough;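 note: 0% = enzyme without compound and 100% = blank without enzyme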
# Target sequence (P25774 115-331 limits assumed): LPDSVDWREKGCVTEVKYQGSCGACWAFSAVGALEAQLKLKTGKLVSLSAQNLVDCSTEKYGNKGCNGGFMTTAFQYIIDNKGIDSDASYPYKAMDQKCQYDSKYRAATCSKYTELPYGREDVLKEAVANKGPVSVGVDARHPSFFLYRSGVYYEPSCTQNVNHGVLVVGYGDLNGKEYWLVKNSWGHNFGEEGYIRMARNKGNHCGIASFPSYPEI
# CatB inh – blocks human cathepsin B protease activity | purified cathepsin B, fluorogenic substrate, fluorescence | inhibition, %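 (tested at 10 µM)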 | 63,000 compounds, 0.1% hits; in the data active = inhibition above about 21%;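 note: 0% = enzyme with no compound and 100% = no enzyme blank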
# FXIa inh mix – factor XIa (human) inhibition, mixture screen; P03951; purified FXIa, fluorogenic substrate, pooled mixtures; inhibition, % at 5 µM; 62,000 compounds, 0.19% hits; AID 680;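 note: each value is inhibition by a whole ten-compound pool holding the compound; 0% = enzyme with no mixture and 100% = wells lacking enzyme; strong numbers were not always called active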
# Target sequence (P03951 19-387 limits assumed): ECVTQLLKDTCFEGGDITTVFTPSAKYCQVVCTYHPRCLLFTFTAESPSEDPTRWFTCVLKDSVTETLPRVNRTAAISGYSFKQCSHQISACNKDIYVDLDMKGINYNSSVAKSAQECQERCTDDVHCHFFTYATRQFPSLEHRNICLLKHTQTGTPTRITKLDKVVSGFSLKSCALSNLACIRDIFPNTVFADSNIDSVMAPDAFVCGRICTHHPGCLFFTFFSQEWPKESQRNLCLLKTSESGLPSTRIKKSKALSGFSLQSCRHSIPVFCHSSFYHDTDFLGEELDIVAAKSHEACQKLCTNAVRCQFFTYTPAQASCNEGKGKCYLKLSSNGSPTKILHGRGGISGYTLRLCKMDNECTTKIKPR
# Target sequence (P03951 388-625 limits assumed): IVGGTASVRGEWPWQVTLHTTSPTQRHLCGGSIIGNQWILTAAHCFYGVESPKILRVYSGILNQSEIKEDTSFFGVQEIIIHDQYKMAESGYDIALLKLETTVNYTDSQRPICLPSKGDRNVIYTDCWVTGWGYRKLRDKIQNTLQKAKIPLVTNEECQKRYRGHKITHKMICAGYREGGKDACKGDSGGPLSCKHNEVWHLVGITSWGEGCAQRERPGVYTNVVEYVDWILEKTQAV
# AP ELISA ortho – orthogonal test for alternative complement pathway inhibitors; Human serum alternative complement pathway, LPS-coated ELISA, C3 deposition; tested in compound mixtures; inhibition, % at 5 µM; 62,000 compounds, 0.08% hits;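 active = inhibition above 30% in each of the two pooled mixtures holding the compound, so the lower value exceeds 30%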;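 note: 0% = serum in Mg-EGTA without compound and 100% = EDTA serum blank; some compounds past the cut are filed as inactive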
#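 Test system: human serum complement alternative pathway, C3 deposition onto LPS / Medium: Mg2+-EGTA GVB++ buffer containing human serum at 1:15 dilution / Probe or stimulus: Plate-bound LPS / Times: 1 h at 37 °C / Signal: ELISA with HRP anti-human C3 antibody, TMB substrate, absorbance 450 nm / Measure: percent inhibition / Repeats: two pool placements per compound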
# CatB mixtures – human cathepsin B inhibition by mixtures; P07858; Purified cathepsin B, AMC dipeptide fluorescence, compound mixtures; inhibition, %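 (ten-compound pools at 5 µM per compound and 50 µM total)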; 62,000 compounds, 0.06% hits; in the data active = inhibition above about 22%, passing the limit was not always enough;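 note: 0% = enzyme without compound and 100% = no enzyme blank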
# C1s block – human complement C1s inhibition; P09871; purified C1s, fluorogenic AMC substrate, pooled mixtures; mean inhibition % of two 10-compound mixtures (stronger effect = higher value), % at 5 µM (by protocol); 62,000 compounds, 0.16% hits; AID 538;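 active = inhibition above 20% in each of the two 10-compound mixture wells holding the compound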;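 note: 0% = enzyme wells lacking compound mixture and 100% = no-enzyme blank wells; some compounds called inactive have numbers as strong as hits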
# CatL block – inhibitors of human cathepsin L; P07711; purified cathepsin L, fluorogenic substrate, fluorescence; inhibition, %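 (tested at 10 µM)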; 58,000 compounds, 0.17% hits; in the data active = inhibition above about 45%;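 note: 0% = enzyme with no compound and 100% = no enzyme blank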
# Active calls of the source: *; / = not tested or not shown. Cut-off read from the data, not from the text of the source, unless noted: active = inhibition above about 20% (passing the limit was not always enough); inactive = the rest. An excerpt. The share of hits here may be higher or lower than overall.
SMILES,Cathepsin G inh,FXIIa mix inh,CatS inh,CatB inh,FXIa inh mix,AP ELISA ortho,CatB mixtures,C1s block,CatL block
CCC(C)(C)NC(=O)C(c1ccncc1)N(Cc1cccs1)C(=O)Cn1nnc2ccccc21 (centres undefined),0.6,-4.5,-10.5,1.1,-7.5,10.9,-5.1,-35.2,7.3
O=C(NCc1ccccn1)C1CCCN(S(=O)(=O)c2cccc3nsnc23)C1 (centres undefined),-1.9,-3.8,4.2,-3.8,8.8,11.6,5.5,-1.2,20.1
Cn1c(=O)[nH]c(=O)c2c1nc(N1CCN(Cc3ccccc3)CC1)n2CCCc1ccccc1,7.6,1.6,-1.6,2.9,-4.2,-3.1,-4.2,2.9,5.2
COc1ccc(CNC(=O)C2CCCN2C(=O)NC2CCCCC2)cc1 (centres undefined),10.5,6.1,0.2,4.7,-0.6,7.3,4.5,10.8,11.3
CCOC(=O)C1CCN(S(=O)(=O)c2nc3nc(C)cc(C)n3n2)CC1,10.1,6.4,-9.4,0.6,5.9,22.6,10.9,40.8,-11.3
O=c1c2ccccc2nc(SCc2cn3ccsc3n2)n1-c1ccccc1F,18.1,4.9,1.6,2.5,3.8,5.7,4.4,12.3,9.6
CCN=C1SC(CC(=O)NC2CCCCC2)C(=O)N1CC (centres undefined),11.6,-2.1,10.8,4.3,7.8,-10.9,-1.2,13.2,12.0
O=C(Cn1cnc2ccccc21)Nc1cc(C(F)(F)F)ccc1N1CCOCC1,2.7,2.9,7.2,0.7,9.5,-13.3,-0.2,-5.3,23.2
CN1CCN(CC(=O)N2CCn3c4c(c5cc(C6CCCCC6)ccc53)CCCC42)CC1 (centres undefined),-3.6,5.8,16.1,4.7,4.2,0.2,4.0,-4.3,20.2
CCOc1ccc(Cn2nnc(C(=O)Nc3cc(C)cc(C)c3)c2N)cc1,5.2,2.6,-13.6,0.4,-2.9,11.1,-5.9,-2.5,-0.1
Cc1cc(C(=O)CN2C(=O)c3ccccc3S2(=O)=O)c(C)n1-c1ccccc1,7.8,-3.7,6.8,-1.6,-2.7,3.7,2.1,3.1,15.7
CN1C(=O)c2cccc(NC(=O)C3CCCCC3)c2C1=O,-1.5,2.3,1.9,-1.3,2.3,5.2,0.1,-0.5,24.5
O=C(O)Cn1nnnc1-c1ccc(F)cc1,-6.1,-3.3,0.8,3.2,7.0,6.5,32.4,-9.1,-3.0
CC1(C)S[C@@H]2[C@H](NC(=O)[C@H](C(=O)O)c3ccsc3)C(=O)N2[C@H]1C(=O)O,3.6,-7.4,-3.2,0.7,8.3,9.4,7.9,3.2,13.5
COc1ccc(-n2c(Cc3cccn3C)nnc2SCC(=O)Nc2cccc(OC)c2)cc1,-9.3,1.0,14.5,3.6,1.8,-11.2,4.6,-4.7,11.6
O=P(O)(CN1CCCCC1)C1CCCCC1O (centres undefined),1.2,14.1,-9.9,5.1,-3.8,16.7,-1.2,-95.6,/
C=CCNc1nc(NCc2ccco2)nc(OCC)n1,-7.1,2.6,-17.8,-0.7,-13.5,7.2,-6.9,-85.0,-6.3
Cn1c(SCC(N)=O)nnc1-c1ccccc1,-8.3,-21.5,-5.2,0.0,-2.2,-10.5,-0.9,-25.9,7.0
COc1ccccc1-n1c(SCC(=O)Nc2ccccc2C)nc(O)cc1=O,-4.0,5.9,-9.8,-3.8,-2.0,10.6,6.3,-36.1,1.5
Fc1ccc(N2CCN(C(c3cccs3)c3nnnn3C3CCCC3)CC2)cc1 (centres undefined),8.4,-4.3,-3.6,1.7,4.3,-2.3,5.2,8.4,14.8
Cc1csc(SCC(=O)N2CCN(S(=O)(=O)c3ccc(Cl)cc3)CC2)n1,-0.9,3.3,3.7,0.4,0.7,8.9,5.6,-18.5,1.6
CC1CCCC(C)N1C(=O)CN1C(=O)C(C)(C)Oc2ccc(C(=O)NC3CCCC3)cc21 (centres undefined),1.8,4.0,-0.7,-0.6,3.7,25.2,7.4,2.7,-5.6
Cc1ccc2[nH]c(=O)c(CNC(C)(C)C)cc2c1,6.6,2.7,-10.2,-2.0,-4.5,7.6,-3.6,-12.8,8.8
O=C(CSc1nc2ccccc2n1CC(=O)N1CCCC1)Nc1nccs1,2.0,-8.6,-3.9,1.6,-2.2,4.2,1.1,-1.1,3.6
O=C(C1=C(O)C(=O)N(CCOCCO)C1c1cccs1)c1cccs1 (centres undefined),2.6,15.3,0.7,-1.2,14.3,-6.3,-5.1,0.8,-6.8
CCc1c(C)c2nncn2[nH]c1=O,-3.8,1.0,16.2,3.2,0.8,-4.7,2.7,3.0,17.1
Cc1cc(S(=O)(=O)NCc2ccc(S(N)(=O)=O)cc2)c(C)s1,-4.3,12.6,9.3,5.4,4.2,6.4,2.5,-3.4,0.2
COc1ccc(C)cc1S(=O)(=O)Nc1cccc(Cl)c1,-1.7,4.8,12.2,3.7,5.9,1.0,1.7,5.9,17.2
CN1CCN(CC#CC(C)(O)C2CC3C=CC2C3)CC1 (centres undefined),-4.0,-3.0,-1.9,2.9,7.6,3.9,2.4,-7.7,3.7
O=C1CN(C(=O)CC2c3ccccc3-c3ccccc32)CC(=O)N1,-3.2,4.8,-4.8,1.7,-0.5,13.6,-1.1,-6.6,-11.4
CCN1CCN(C(c2cccs2)C(C)NC(=O)C(C)C)CC1 (centres undefined),5.8,4.0,9.1,3.9,5.7,12.7,2.2,2.6,/
Cc1nn(-c2ccc(F)cc2)c2sc(C(=O)N3CCCCCC3)cc12,5.1,-8.3,9.7,-1.8,2.4,5.5,-1.3,-5.2,2.3
Cc1cccc(N2CCN(C(=O)c3cc4c(C)nc5ccccc5c4o3)CC2)c1C,4.4,-17.2,1.9,-0.5,2.0,26.8,3.4,3.7,/
O=C(CCCN1C(=O)c2ccccc2C1=O)N1CCC(c2ccccc2)C1 (centres undefined),-3.6,11.5,-0.1,-4.1,10.8,-4.4,-4.4,-26.9,0.4
c1cc(-n2cnnn2)ccc1NC1=NCCC1,-2.1,1.4,-6.0,-1.8,1.2,8.3,3.6,-3.6,-0.1
O=C(O)CSC1c2ccccc2C(=O)N1Cc1ccccc1 (centres undefined),-15.2,-1.2,8.8,5.2,-16.5,3.9,-10.4,-119.9,4.5
O=C(CN(CC1CCCO1)S(=O)(=O)c1ccc(S(=O)(=O)NC2CC2)cc1)Nc1ccccc1 (centres undefined),10.7,-4.3,9.5,4.6,8.4,-3.1,5.0,13.5,16.6
CN(C)CCNc1oc(COc2ccc(-c3ccccc3)cc2)nc1C#N,6.9,-7.1,3.8,0.3,6.8,14.9,2.8,8.4,8.2
Cc1ccc(CCNC(=O)C2CCN(S(=O)(=O)c3c(C)nn(C)c3C)CC2)cc1,-11.8,0.0,0.4,2.6,0.7,3.1,3.4,1.7,-4.0
Cn1c(=O)c2c(SCc3ccccn3)nc(C3CC3)nc2n(C)c1=O,9.9,12.0,-13.8,13.9,0.5,17.1,2.8,-4.1,/
N#Cc1nc(COc2ccccc2)oc1N1CCC(Cc2ccccc2)CC1,10.0,-15.9,-14.4,1.1,7.8,-10.6,0.8,11.3,10.8
CCOC(=O)/C=C1\SCC(=O)N1CC(=O)NC1CCCCC1,20.3,9.4,-5.4,1.0,7.6,13.1,2.8,9.6,6.9
CCN(CC)C(=O)CSc1nc2ccccc2c(=O)n1-c1cccc(OC)c1,9.0,-11.3,6.7,3.3,-1.3,16.5,4.5,-3.6,3.8
Cc1ccc(-n2nnc3c(=O)oc4ccccc4c32)cc1,-1.3,6.8,-7.0,2.1,10.8,5.0,5.2,3.7,0.4
O=c1c2oc3ccccc3c2ncn1Cc1ccccc1F,6.3,11.5,14.4,6.7,2.4,-5.4,5.1,-11.9,10.2
CCN1CCN(C(c2ccccc2F)c2nnnn2Cc2ccc3c(c2)OCO3)CC1 (centres undefined),9.1,-19.4,1.4,-2.8,13.2,18.8,1.8,2.5,3.8
Cn1cccc1CNC(=O)Nc1ccc(Cl)cc1,-15.7,3.0,-5.6,3.1,-2.8,5.0,4.8,-37.5,0.8
CCOc1cc2[nH]c(=O)n(CCCCC(=O)N3CCCCCC3)c(=O)c2cc1OCC,10.9,-1.1,8.5,-0.3,5.3,7.6,2.3,-7.8,6.6
CC1(C)CC(n2c(=S)[nH]c3ccccc3c2=O)CCO1 (centres undefined),8.5,32.4,1.9,5.2,5.5,-0.7,-2.2,9.3,9.2
O=C1OCCC1Sc1nc2ccccc2n1-c1ccccc1 (centres undefined),-1.8,4.7,-2.1,0.8,1.3,1.7,1.5,-0.9,0.1

# Record cards, from the list above.
# CCOc1cc2[nH]c(=O)n(CCCCC(=O)N3CCCCCC3)c(=O)c2cc1OCC in the list: Cathepsin G inh: 10.9; FXIIa mix inh: -1.1; CatS inh: 8.5; CatB inh: -0.3; FXIa inh mix: 5.3; AP ELISA ortho: 7.6; CatB mixtures: 2.3; C1s block: -7.8; CatL block: 6.6
# N#Cc1nc(COc2ccccc2)oc1N1CCC(Cc2ccccc2)CC1 in the list: Cathepsin G inh: 10.0; FXIIa mix inh: -15.9; CatS inh: -14.4; CatB inh: 1.1; FXIa inh mix: 7.8; AP ELISA ortho: -10.6; CatB mixtures: 0.8; C1s block: 11.3; CatL block: 10.8

# Going on with the list:
SMILES,Cathepsin G inh,FXIIa mix inh,CatS inh,CatB inh,FXIa inh mix,AP ELISA ortho,CatB mixtures,C1s block,CatL block
OCC#CCSc1nnc(-c2ccccc2Br)o1,5.8,6.2,5.5,0.4,8.3,0.4,1.8,-2.8,0.8
CCOC(=O)N1CCN(Cc2nc(-c3ccc(C)cc3)no2)CC1,0.7,16.3,9.4,3.1,-11.7,5.7,0.7,-13.8,-5.1
COC(=O)c1ccc(CN(c2ccc(C)cc2)S(=O)(=O)c2ccc3c(c2)OCCO3)o1,0.6,1.4,-1.9,1.8,6.3,-8.3,-2.0,3.2,5.4
CC1=C(C(=O)NC(C)C)C2(CCC(C)CC2)OC1=O (centres undefined),7.0,4.0,5.3,0.9,1.9,13.0,-4.7,-22.0,/
COc1ccc(CCN2CC(O)=C(c3nc4ccccc4c(=O)[nH]3)C2=N)cc1OC,-1.3,8.6,5.5,2.4,5.9,5.3,3.1,4.6,11.6
CCC(=O)N[C@@H]1CC(C(C)(C)NC(=O)CC)CC=C1C (some centres undefined),5.2,1.9,-39.4,-3.5,-4.5,7.9,0.8,-86.4,-5.2
CC1CN(c2ncnc3c2cnn3-c2ccc(Cl)cc2)CC(C)O1 (centres undefined),-1.4,3.7,20.8,-3.3,1.6,7.7,3.7,2.5,2.6
O=c1[nH]c(CSc2nnc(-c3ccncc3)n2Cc2ccco2)nc2ccccc12,9.2,-16.8,-3.2,-2.1,2.9,-2.5,3.4,8.6,-9.8
Cc1[nH]c(=O)cc2ccccc12,-0.7,5.1,-0.5,-4.0,8.8,17.3,3.6,-24.4,-2.6
CCOC(=O)C1=C(O)CSC1=Nc1cccc(Cl)c1,5.7,-2.3,2.3,0.4,5.6,24.3,-0.4,4.3,-6.8
COc1ccc(NC(=O)N2CCCc3ccccc32)cc1,7.3,-18.0,5.7,2.9,4.4,4.3,0.8,10.2,27.6
COc1ccc(NC(=O)c2cncc(Br)c2)c(S(=O)(=O)N2CCOCC2)c1,-3.6,4.0,38.7,3.6,1.6,10.5,-1.1,-1.6,4.0
CCNC(=O)CC1SC(=Nc2ccccc2C)N(C)C1=O (centres undefined),1.5,2.7,8.5,3.4,0.6,14.5,-3.9,-7.6,2.4
CN(C)CCCNC(=O)c1ccc(-c2ccccc2)cc1,-8.4,4.2,-4.2,0.9,3.9,-1.3,5.8,-8.4,-1.5
CCCCN(CC)S(=O)(=O)N1CCC(C(=O)NCc2ccc(F)cc2)CC1,9.7,-5.3,-14.8,3.0,6.3,8.8,6.1,12.7,4.8

# Compound activity (PubChem BioAssay)
